Screening data from PubChem BioAssay.
AmpC inh detg = inhibitors of E. coli AmpC beta-lactamase with detergent | P00811 | AmpC hydrolysis of nitrocefin, absorbance 480 nm, 0.01% Triton | Potency, µM (doses to about 114 µM), without a hit: top-dose activity change, negative = inhibition, usual class: inhibitors | 370,000 tested, 0.041% active;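 further: potency means the concentration at half of the fitted maximal effect; 0% = no-compound wells and -100% = no-enzyme wells; nearly all actives have a fitted effect of over 25% in size; some results filed as inactive show a strong effect at the top dose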
Target sequence (P00811 whole entry, looked up): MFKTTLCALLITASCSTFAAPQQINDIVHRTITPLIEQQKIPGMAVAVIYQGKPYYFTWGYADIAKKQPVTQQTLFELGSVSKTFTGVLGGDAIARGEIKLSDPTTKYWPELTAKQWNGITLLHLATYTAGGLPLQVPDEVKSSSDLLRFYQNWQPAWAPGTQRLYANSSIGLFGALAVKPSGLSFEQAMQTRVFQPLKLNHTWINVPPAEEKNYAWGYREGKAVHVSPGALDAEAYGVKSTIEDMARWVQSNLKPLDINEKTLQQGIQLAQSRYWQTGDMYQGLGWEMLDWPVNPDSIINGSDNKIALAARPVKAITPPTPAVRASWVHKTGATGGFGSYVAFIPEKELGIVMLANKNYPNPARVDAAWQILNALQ
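AmpC (5.3 nM in the dispensed reagent) in 20 mM phosphate pH 7.0 with 0.01% (detergent screen) or 0.0001% Triton X-100 was preincubated with compounds for 15 min at room temperature. Nitrocefin was then added from an 800 uM solution, and hydrolysis was followed at 480 nm.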
AMA1-RON2 inh = disrupts binding of P. falciparum AMA1 to RON2; Potency, µM (top dose mostly 58.2 µM), inactives show top-dose activity change, negative = inhibition, usual class: inhibitors; AlphaScreen AMA1-biotinylated RON2 peptide binding; 360,000 tested, 0.2% active; AID 720542;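 further: potency means the concentration at half of the fitted maximal effect; 0% = vehicle wells and -100% = peptide control; nearly all actives have a fitted effect of over 45% in size; some results filed as inactive show a strong effect at the top dose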
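AMA1 (3D7) with his tag at 25 nM final met compounds first, then biotinylated RON2 peptide at 25 nM; detection used donor plus acceptor beads, 10 µg/mL apiece, read by AlphaScreen after 30 min at room temperature.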
HCMV inh = human cytomegalovirus inhibition | HFF cells, HCMV-luciferase reporter, 72 h; stronger effect = lower value | activity change, negative = inhibition, % at 57.5 µM | 410,000 tested, 4.5% active; in the data active means activity change below about -60%; inconclusive means no clear call, values can overlap the other calls; inactive means above about -39%
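Screen run at 2 compound doses on HFFs infected with reporter HCMV, MOI 1 PFU/cell. Luciferase activity from cell lysates at 72 h post infection gave inhibition relative to buffer-only and Salinomycin wells.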
AmpC no deterg = inhibitors of E. coli AmpC beta-lactamase without detergent | P00811 | AmpC nitrocefin hydrolysis, absorbance 480 nm, 0.0001% Triton | Potency, µM (top dose mostly 57.1 µM), inactives show top-dose activity change, negative = inhibition, actives largely listed as inhibitors | 330,000 tested, 0.52% active;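 further: potency means the concentration at half of the fitted maximal effect; plate controls were no compound for no effect and no enzyme for full effect; nearly all actives have a fitted effect of over 20% in size; some results filed as inactive show a strong effect at the top dose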
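20 mM phosphate pH 7.0 + 0.01% (detergent screen) or 0.0001% Triton X-100; 5.3 nM AmpC reagent; cpd preinc 15 min RT; nitrocefin (800 uM stock) to start; A480 q20 s × 4 min; Activity was normalised to no-enzyme and no-compound control wells.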
HCV inhibitor = HCV inhibition | Huh7.5.1 HCVcc-Cre infection, luciferase reporter, 44 h | Potency, µM (doses to about 41.8 µM), for the others: at the top dose activity change, negative = inhibition, most hits filed as inhibitors | 340,000 tested, 3.4% active | AID 651820; further: potency means the concentration at half of the fitted maximal effect
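Infectious HCV cell culture screen: compound-treated cells (1,000/well, pre-plated 4 h) are infected with HCVcc-Cre at roughly 0.5 moi and grown 44 h. Infection is quantified by luciferase signal after 15 min substrate incubation at room temperature.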
LmPK inh = inhibitors of Leishmania mexicana pyruvate kinase. purified LmPK, Kinase-Glo ATP luminescence, 1 h. Potency, µM (doses to about 57.5 µM), for the others: at the top dose activity change, negative = inhibition, actives largely listed as inhibitors. 290,000 tested, 0.37% active. AID 1721; further: potency means the concentration at half of the fitted maximal effect
Target sequence (Q27686 whole entry, looked up): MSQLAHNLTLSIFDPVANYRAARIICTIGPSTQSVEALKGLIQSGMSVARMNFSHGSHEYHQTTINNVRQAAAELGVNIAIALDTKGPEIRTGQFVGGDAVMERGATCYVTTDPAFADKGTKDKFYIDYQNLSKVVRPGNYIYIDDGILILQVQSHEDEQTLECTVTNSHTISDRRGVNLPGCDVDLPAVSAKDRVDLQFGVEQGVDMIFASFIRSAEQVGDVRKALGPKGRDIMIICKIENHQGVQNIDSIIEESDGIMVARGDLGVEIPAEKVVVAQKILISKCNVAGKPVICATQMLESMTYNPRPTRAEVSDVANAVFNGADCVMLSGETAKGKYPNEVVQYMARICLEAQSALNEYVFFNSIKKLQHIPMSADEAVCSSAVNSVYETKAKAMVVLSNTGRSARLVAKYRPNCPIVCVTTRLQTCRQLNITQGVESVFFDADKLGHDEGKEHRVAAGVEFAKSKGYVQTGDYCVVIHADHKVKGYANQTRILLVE
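Purified LmPK (0.1 nM) converted ADP (0.1 mM) to ATP with PEP (0.5 mM) in imidazole buffer pH 7.2 with KCl and MgCl2, 1 h at room temperature. ATP was read by Kinase-Glo luminescence; data normalized to uninhibited and no-enzyme controls.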
Tb PYK inh = inhibitors of Trypanosoma brucei pyruvate kinase; Q57TT1; TbPYK enzyme, Kinase-Glo Plus ATP luminescence, 45 min; Potency, µM (highest dose often 76.8 µM), for the others: top-dose activity, negative = inhibition, actives largely listed as inhibitors; 410,000 tested, 0.12% active; AID 624173; further: potency means the concentration at half of the fitted maximal effect; nearly all actives have a fitted effect of over 50% in size
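TbPYK + substrate in 50 mM TEA pH 7.2, 100 mM KCl, 10 mM MgCl2, 0.05% BSA, 0.01% Tween-20; cpd pinned; ADP 130 uM final; 45 min RT; Kinase-Glo Plus 10 min; luminescence endpoint.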
Active calls of the source: *; ? = inconclusive; / = not tested or not shown; & = joins results of further samples; [ ] = dose if it differs, or a comment. Unless noted, the call rests on the fitted dose curve; in most records, active means well fitted curve in the direction sought with a large enough effect; inconclusive means small, poorly fitted or top-dose-only effect, or another doubt; inactive means no such curve, though single readings can be large; an effect the other way counts as inactive or inconclusive. Unless noted, on the % scale 0 is the no-effect control and ±100 the full control effect.

SMILES | AmpC inh detg | AMA1-RON2 inh | HCMV inh | AmpC no deterg | HCV inhibitor | LmPK inh | Tb PYK inh
CCNC(=S)NCc1ccc(Cl)cc1 | / | -12% | 34 | / | 0% | / | -1%
C=CCn1c(=O)c2c(nc3n2CCCN3CCc2ccccc2)n(C)c1=O | -13% | 6% | -26 | 45% | -1% | 1% | 0%
Cc1cccc2cc(CN(Cc3cccs3)C(c3nnnn3C3CCCC3)C(C)C)c(=O)[nH]c12 (stereo not drawn) | -11% | 0% | 76 | 5% | 14% | -6% | -8%
CC(O)CCc1nc2ccc(C(=O)O)cc2[nH]1 (stereo not drawn) | ? | 13% | 11 | -6% | 8% | -8% | 2%
Cc1nnc(-c2cccc(Br)c2)c2cn(-c3ccccc3Cl)nc12 | -6% | -22% | 14 | 12% | -18% | 4% | -5%
Cc1ccc(S(=O)(=O)N2CCCC(C(=O)O)C2)s1 (stereo not drawn) | -8% | 2% | -7 | -5% | 10% | 6% | -2%
CN(C)c1ccc(-c2ccc3oc(-c4ccsc4)cc(=O)c3c2)cn1 | / | 0% | 2 | -22% | 15% | / | -1%
CCCCn1c(N)c(N(CC)C(=O)c2c(CC)noc2C)c(=O)[nH]c1=O | 3% | -7% | -25 | -6% | 18% | / | 3%
CCN1CCc2c(OCC(=O)N3CCCCC3)cccc2C1=O | -11% | 16% | -34 | 124%[activator] | -5% | -5% | 4%
CNN/C(N=Cc1ccc([N+](=O)[O-])s1)=N\S(=O)(=O)c1cc(C)c(Cl)cc1SCc1ccccc1 | / | 1% | -15 | / | ? | / | 0%
Cc1ccsc1C(=O)Nc1ccc(OCc2ccccc2)cc1 | ? | -3% | 36 | -19% | -4% | -11% | -6%
Cc1nnc(C)n1/N=C/c1cccnc1 | 0% | -15% | -3 | -7% | 19% | 4% | 2%
COC(=O)c1c(C)oc(C)c1S(=O)(=O)N1CCCCC1 | 5% | -21% | 22 | -8% | 3% | 4% | -4%
O=C(CSc1nnc(CN2CCOCC2)n1-c1ccccc1)Nc1ccc(Cl)cc1 | -12% | 0% | 17 | 149%[activator] | -9% | 9% | 2%
COCCNC(=O)CN1N=C(c2ccc(OC)cc2)CCC1=O | -1% | 26% | 59 | -7% | 14% | -3% | 8%
Cc1cccc(/C=N/NC(=O)C[n+]2ccccc2)c1 | -4% | -2% | -32 | -9% | 3% | / | 7%
COc1ccccc1-c1nnc(C2CCN(S(=O)(=O)c3ccccc3)CC2)o1 | -1% | / | -12 | / | / | / | -12%
CCN(CC)S(=O)(=O)c1cccc(C(=O)N[C@H](C(=O)O)C(C)C)c1 | -18% | -9% | 24 | -2% | 4% | 3% | 9%
Oc1cccc(C2c3[nH]c4ccccc4c3CCN2Cc2cnn(-c3ccccc3)c2)c1 (stereo not drawn) | 1% | -26% | 19 | -32% | -15% | 0% | -4%
COc1ccc(N2C(=O)CSC23C(=O)N(CC(=O)NC2CCCCC2)c2ccccc23)cc1 (stereo not drawn) | 24% | / | 3 | / | / | / | 0%
O=c1ncn(-c2cccc(F)c2)c2ncccc12 | -12% | 17% | -9 | 1% | 18% | -5% | -6%
O=C(O)c1cc2c([nH]c1=O)CCCC2 | -12% | 1% | 44 | -17% | -1% | 1% | 2%
N#Cc1cc2cc3c(cc2nc1SCC(=O)N1CCOCC1)OCO3 | 9% | -15% | 89 | -6% | 5% | -3% | 1%
Cc1ccc(S(=O)(=O)NC(=O)c2ccc(-c3ccc(-c4ccccc4)cc3)o2)c(C)c1 | -18% | / | / | -26% | 13%[8.37 µM] | 3% | /
COc1ccccc1C(=O)NC1CCCc2ccccc21 (stereo not drawn) | -12% | 21% | -20 | -45% | 9% | 6% | 4%
COc1ccc(-c2csc(C(C)(NC(C)=O)c3ccccc3)n2)cn1 (stereo not drawn) | / | -10% | -15 | / | / | / | -1%
COC(=O)c1c(NC(=O)c2ccco2)sc(C)c1C | ? | -11% | 2 | -5% | ? | 2% | -3%
Cn1c(=O)c(=O)n(C)c2cc(S(=O)(=O)CCC(=O)N3CCCCC3)ccc21 | -13% | -7% | 14 | 3% | 22% | -1% | 6%
O=C1Nc2ccccc2Oc2cc([N+](=O)[O-])ccc21 | 2% | -11% | -6 | -45% | -10% | 2% | -1%
O=c1c2ccccc2sn1-c1ccc(F)cc1 | 1% | 4% | ? | -31% | ? | / | 8.9µM*
CCOC(=O)CSc1ncc(OC)c(Sc2ccc(Cl)cc2)n1 | ? | 4% | -10 | 29% | 22% | 1% | 4%
COc1cccc(CNC(=O)CCl)c1 | 1% | 1% | -17 | -2% | 31%[activator] | 2% | 3%
Cc1ccccc1OCC(=O)N1N=C(C(F)(F)F)CC1(O)C(C)(C)C (stereo not drawn) | -1% | -1% | 2 | 1% | -4% | 0% | -2%
Cc1ccc(S(=O)(=O)NNc2ccccc2)cc1 | ? | -9% | 4 | -29% | 20% | 23% | ?
CCc1nc2ccc(C(=O)N3CCCC(C(N)=O)C3)cn2c1N(C=O)CC (stereo not drawn) | / | -3% | 5 | / | / | / | 0%
COc1ccc([C@H]2N[C@]3(CCCN(Cc4ccccc4)C3=O)[C@H]3C(=O)N(Cc4ccccc4)C(=O)[C@@H]23)cc1 | / | -1% | 5 | / | / | / | 0%
CC(C)NC(=O)Nc1cccc2c1O[C@@H](CN(C)S(=O)(=O)c1ccc(F)cc1)[C@@H](C)CN([C@H](C)CO)C2=O | / | 5% | 8 | 116%[activator] | 18% | / | 1%
COc1ccc(C)cc1NC(=O)Nc1cccc(OCc2cc(=O)n3ccc(C)cc3n2)c1 | 16% | / | 7 | / | / | / | -10%
CC1CCCN(C(=O)Cn2c(-c3nonc3N)nc3ccccc32)C1 (stereo not drawn) | -12% | 1% | 28 | -13% | -6% | 3% | -1%
CCOc1cc(NC(=S)NCC2CCCO2)c(OCC)cc1NC(=O)CC (stereo not drawn) | 5% | 0% | 3 | -6% | -2% | 5% | 1%
CS(=O)(=O)NCCSCc1c(Cl)cccc1Cl | -8% | 3% | -4 | -6% | -15% | -1% | -4%
CS(=O)(=O)c1cc([N+](=O)[O-])c(Sc2nc3ccccc3[nH]2)c([N+](=O)[O-])c1 | ? | -5% | 23 | 22µM* | ? | 43% | ?
CCCn1c(=NC(=O)c2c(-c3c(F)cccc3Cl)noc2C)c(C(=O)OCC)cc2c(=O)n3ccccc3nc21 | -5%&-5% | / | 6 | -19% | ? | 6% | -1%
c1ccc2cc(Sc3ncnc4c3oc3ccccc34)ccc2c1 | -1% | 33%[activator] | -14 | -4% | ? | 8% | 0%
COc1ccccc1-n1ccnc1SCC(=O)NCC1CCCO1 (stereo not drawn) | 0% | 16% | -26 | -4% | 27% | 7% | -9%
CCCCSc1c(C)c2cc3c(cc2[nH]c1=O)OCO3 | 4% | 22% | 37 | ? | -11% | 4% | 2%
Cc1nc2ccccc2c(=O)n1NC(=O)c1ccc(F)cc1Cl | ? | -1% | 64 | -16% | 2% | -14% | 2%
COCOc1cccc(CN2CCC(C)(Oc3ccc(C(C)=O)cc3)C2)c1 (stereo not drawn) | / | -17% | -10 | / | / | / | -3%
O=C(CCn1cnc2ccccc2c1=O)Nc1nc(-c2ccc(Br)cc2)cs1 | 10% | -6%[2.32 µM] | -8 | -13% | 15% | 0% | -2%
Cc1cccc(C(=O)NCC(=O)OCC(=O)NC2CCCCCCC2)c1 | -19% | 7% | / | 10% | 29% | / | 5%
CCc1ccc(NC(=O)CSc2nncn2-c2cccnc2)cc1 | -5% | 5% | 39 | 1% | 15% | -1% | 1%
CCOc1ccc(/C=C2\CCc3ccccc3C2=O)cc1 | -7% | 16% | 9 | -30% | -4% | ? | ?
CC(C)c1ccc(CNc2nc3nc4c(c(=O)n3[nH]2)CCC4)cc1 | 2% | -8% | -28 | -27% | 16% | 4% | 3%
COc1ccccc1CC(NC(C)=O)C(=O)NC1CCN(C(=O)Nc2ccccc2F)CC1 (stereo not drawn) | -3% | 2% | -23 | -4% | 7% | -3% | -1%
COc1ccc(C2CC(c3ccccc3C(F)(F)F)=NN2c2ccc(S(N)(=O)=O)cc2)cc1 (stereo not drawn) | / | 65%[activator] | -1 | -30% | ? | / | 3%
O=C(/C=C/c1ccc2c(c1)OCO2)NCCSCc1ccc(Cl)cc1 | 0% | -3% | 2 | -37% | -12% | 4% | -1%
COC(=O)C1CCN(C(=O)CCCOc2ccccc2)CC1 | ? | -16% | -12 | -8% | 13% | -13% | 4%
Cc1cccc(Oc2c([N+](=O)[O-])c(=O)n(C)c3ccccc23)c1 | -2% | -4% | 50 | -21% | ? | 12% | -4%
COCCNC(=O)C(=O)NCC(c1cccnc1)N1CCN(c2ccccc2F)CC1 (stereo not drawn) | 25% | / | 9 | / | / | / | 0%
COC(=O)c1cc2occc2n1Cc1nc(-c2ccccc2F)oc1C | 9%&-13% | -4% | ? | 65%[activator] | -22% | 7% | -2%&-12%
CC(=O)Nc1cccc(NC(=O)Nc2cccc(F)c2)c1 | 6% | -4% | 1 | -21% | -7% | -1% | -5%
CCOc1ccc2nc(NC(=S)N(C)C)sc2c1 | 2% | 58%[activator] | 15 | -21% | ? | -6% | -22%
CCN1CCN(S(=O)(=O)c2cccc(S(=O)(=O)N3CCOCC3)c2)CC1 | 5% | -1% | -1 | -4% | 0% | 8% | -1%

Some of the entries so far, as comma-separated lines:
compound,AmpC inh detg,AMA1-RON2 inh,HCMV inh,AmpC no deterg,HCV inhibitor,LmPK inh,Tb PYK inh
c1ccc2cc(Sc3ncnc4c3oc3ccccc34)ccc2c1,-1%,33%[activator],-14,-4%,?,8%,0%
COc1ccccc1-n1ccnc1SCC(=O)NCC1CCCO1 (stereo not drawn),0%,16%,-26,-4%,27%,7%,-9%
CCCCSc1c(C)c2cc3c(cc2[nH]c1=O)OCO3,4%,22%,37,?,-11%,4%,2%
Cc1nc2ccccc2c(=O)n1NC(=O)c1ccc(F)cc1Cl,?,-1%,64,-16%,2%,-14%,2%
COCOc1cccc(CN2CCC(C)(Oc3ccc(C(C)=O)cc3)C2)c1 (stereo not drawn),/,-17%,-10,/,/,/,-3%
